Abeta yeast res – A-beta toxicity reversal in yeast; yeast expressing A-beta42, growth rescue, OD600, 48 h; response scale: 0% DMSO, 100% iron-clioquinol control; Potency, µM (doses to about 46.1 µM), for the others: at the highest dose growth rescue, usual class: activators; 410,000 compounds, 0.063% hits; AID 1347071; note: potency is the fitted concentration of half-maximal effect; nearly all actives have a fitted effect of over 55% in size
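Yeast growth medium received pinned compounds, then yeast cells expressing toxic A-beta were added; plates incubated at 30 C for 48 hr. Growth read as absorbance at 600 nm, normalized to DMSO and equimolar FeCl3 plus clioquinol controls.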
DRD3 antagonist – blocks the human D3 dopamine receptor | P35462 | D3R cells, DiscoveRx beta-arrestin luminescence, antagonist mode; hits give low values | max response, negative = inhibition, % | 360,000 compounds, 2.5% hits | AID 652054; in the data active = max response below about -50%; inconclusive = no clear call, values can overlap the other calls; note: % is set by controls: 0 for no effect and ±100 for the full control effect; mostly tested at two doses, the higher about 12 µM
Target sequence (P35462 whole entry, looked up): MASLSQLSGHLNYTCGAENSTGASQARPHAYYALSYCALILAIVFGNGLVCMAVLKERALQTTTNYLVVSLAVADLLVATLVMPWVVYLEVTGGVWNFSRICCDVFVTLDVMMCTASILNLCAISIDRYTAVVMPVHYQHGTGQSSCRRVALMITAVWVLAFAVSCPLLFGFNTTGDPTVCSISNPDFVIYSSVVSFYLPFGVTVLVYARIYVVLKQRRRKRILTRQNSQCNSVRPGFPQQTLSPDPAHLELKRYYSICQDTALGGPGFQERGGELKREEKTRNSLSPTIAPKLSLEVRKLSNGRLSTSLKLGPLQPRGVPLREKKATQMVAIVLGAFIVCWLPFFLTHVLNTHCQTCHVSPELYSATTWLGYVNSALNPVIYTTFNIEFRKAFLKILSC
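Cells expressing the human receptor were seeded at 1500 cells/well, incubated overnight at 37 degrees C in 5% CO2, then exposed to library compounds with dopamine controls for 90 minutes at 37 degrees C before luminescent detection.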
pAkt inh – Akt phosphorylation inhibition. activity change, % for hits at 50 µM. Neuro2A IGF-stimulated pAkt S473 HTRF, 20 min; hits give low values. 360,000 compounds, 0.32% hits; in the data active = activity change below about -80%; inconclusive = mostly about -51% to -80%; note: % is set by controls: 0 for no effect and ±100 for the full control effect
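Single-point screen (50 µM final compound) in Neuro2A cells stimulated 20 min with 6 nM IGF at 37 deg C. After lysis, Ser473-phosphorylated Akt read by HTRF (ex 330 nm, em 615/665 nm) as the 665/615 ratio.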
GLP-1R inv ag – inverse agonists of human GLP-1 receptor; P43220; 410,000 compounds, 1.6% hits; HEK293 GLP-1R CRE-luciferase, luminescence, 24 h; GLP-1R form is constitutively active; Potency, µM (highest dose often 38.3 µM), without a hit: at the top dose activity change, negative = inhibition, hits mostly inhibitors; note: potency is the fitted concentration of half-maximal effect; % is set by controls: 0 for no effect and ±100 for the full control effect; nearly all actives have a fitted effect of over 55% in size
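Assay principle: reduced luminescence from a cAMP-responsive reporter in HEK293 cells co-expressing a constitutively active GLP-1R. Conditions: 24 hr compound incubation, 37 deg C, 5% CO2.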
TDP-43 yeast inh – inhibitors of TDP-43 toxicity in yeast; TDP-43 expressing yeast growth rescue, BacTiter-Glo, 24 h; Potency, µM (titrated, usually from 46.1 µM), for inactives: at the highest dose growth rescue (activation), usual class: activators; 410,000 compounds, 1.8% hits; AID 652104; note: potency is the fitted concentration of half-maximal effect; % of control where 0% means no effect; nearly all actives have a fitted effect of over 50% in size
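Cell-based yeast growth screen: TDP-43 expression induced in galactose, inoculum OD600=0.02 after raffinose pregrowth to mid-log. Read-out BacTiter-Glo luminescence at 24 hr, 30 deg C; inhibition of toxicity seen as signal increase.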
GLP-1R agonist – agonists of human GLP-1 receptor. 380,000 compounds, 0.007% hits. Potency, µM (highest dose often 45.6 µM), for inactives: at the highest dose activation, actives largely listed as activators. P43220. HEK293 GLP-1R CRE-luciferase, luminescence, 4-6 h; cells express a hypersensitive GLP-1R form; note: potency is the fitted concentration of half-maximal effect; % of control where 0% means no effect
FUS suppressor – suppressors of FUS proteinopathy in yeast | S. cerevisiae FUS-expressing, growth rescue, OD600, 24 h | Potency, µM (top dose mostly 76.6 µM), without a hit: top-dose growth rescue (activation), most hits filed as activators | 390,000 compounds, 0.24% hits;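 note: potency is the fitted concentration of half-maximal effect; plate controls were DMSO vehicle for no effect and reference control for full effect; nearly all actives have a fitted effect of over 55% in size; some results filed as inactive show a strong effect at the top dose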
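Yeast FUS proteinopathy model; galactose-induced FUS (2%), starting OD 0.005. Cpds in dilution series, 24hr, 30C, 99% humidity. Abs 600 nm growth. Pos ctrl CP55940 (top 92uM final); neg ctrl DMSO.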
PTHR1 agonist – agonists of human PTHR1 parathyroid hormone receptor; Q03431; HEK293 GP2 PTHR1 cells, GloSensor cAMP luminescence, 1 h; Potency, µM (top dose mostly 115 µM), without a hit: at the highest dose activation, actives largely listed as activators; 410,000 compounds, 0.075% hits; note: potency is the fitted concentration of half-maximal effect; nearly all actives have a fitted effect of over 55% in size; some results filed as inactive show a strong effect at the top dose; inactives centre near -15; many of its hits are not listed in these tables
Target sequence (Q03431 whole entry, looked up): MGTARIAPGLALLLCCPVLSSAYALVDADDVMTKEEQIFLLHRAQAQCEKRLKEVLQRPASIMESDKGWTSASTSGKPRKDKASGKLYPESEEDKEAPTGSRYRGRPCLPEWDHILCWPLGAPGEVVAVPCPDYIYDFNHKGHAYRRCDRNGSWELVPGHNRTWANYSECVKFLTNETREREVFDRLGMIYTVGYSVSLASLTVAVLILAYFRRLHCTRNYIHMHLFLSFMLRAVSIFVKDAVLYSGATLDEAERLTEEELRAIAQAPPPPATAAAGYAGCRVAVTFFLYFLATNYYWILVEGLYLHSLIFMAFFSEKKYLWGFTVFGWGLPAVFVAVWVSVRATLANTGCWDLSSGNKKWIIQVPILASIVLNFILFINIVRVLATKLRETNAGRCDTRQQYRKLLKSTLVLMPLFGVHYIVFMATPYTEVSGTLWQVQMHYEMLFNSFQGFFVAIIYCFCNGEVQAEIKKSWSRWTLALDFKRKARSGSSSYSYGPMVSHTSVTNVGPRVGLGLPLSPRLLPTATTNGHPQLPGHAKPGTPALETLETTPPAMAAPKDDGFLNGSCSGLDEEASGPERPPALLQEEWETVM
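HEK-293-derived GP2 cells expressing PTHR1 and a GloSensor cAMP reporter, 3,000/well, plated overnight, given luciferin plus IBMX (each 0.5 mM as added) for 1 h at 37 °C, then compound for 1 h at 37 °C. Luminescence was read after 15 min at room temperature.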
aSyn yeast inh – rescues yeast growth from alpha-synuclein toxicity | Yeast expressing alpha-synuclein, growth rescue, BacTiter-Glo, 24 h | Potency, µM (doses to about 46.1 µM), for inactives: top-dose growth rescue (activation), hits mostly activators | 370,000 compounds, 0.14% hits | AID 652106; note: potency is the fitted concentration of half-maximal effect; % of control where 0% means no effect; nearly all actives have a fitted effect of over 65% in size
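Readout is rescue of growth in alpha-synuclein-expressing yeast, so inhibitors of toxicity appear as activators. Growth after 24 hr at 30 deg C in galactose medium is quantified by luminescence.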
* hit, by the source's call; i = inactive; ? = inconclusive; . = not tested or not shown; & = joins results of further samples; [ ] = dose if it differs, or a comment. Unless noted, calls come from the whole dose curve; as a rule, active = well fitted curve in the direction sought with a large enough effect; inconclusive = small, poorly fitted or top-dose-only effect, or another doubt; inactive = no such curve, though single readings can be large; an effect the other way counts as inactive or inconclusive.

SMILES	Abeta yeast res	DRD3 antagonist	pAkt inh	GLP-1R inv ag	TDP-43 yeast inh	GLP-1R agonist	FUS suppressor	PTHR1 agonist	aSyn yeast inh
O=C(COc1ccc(F)c(Cl)c1)Nc1ccc(N2CCOCC2)cc1	-6%	6	i	-4%	7%	7%	17%	-13%	10%
CC1(CCc2ccc3c(c2)OCO3)NCCc2c1[nH]c1ccccc21 (stereo not given)	-18%	-24	i	?	-9%	4%	-9%	i	0%
CC(=O)N1CCN(c2ccnc3cc(Cl)ccc23)CC1	12%	0	i	5%	-5%	18%	0%	i	14%
Cc1ccc(OCCN2CCN(c3ncnc4sc(C)c(C)c34)CC2)cc1	2%	16	i	?	3%	10%	0%	-29%	3%
O=C(NC(=S)NCC1CCCO1)C(c1ccccc1)c1ccccc1 (stereo not given)	16%	6	i	-21%	-1%	14%	49%	i	-1%
CC(C)CC(=O)N1CCN(Cc2cccc(Cl)c2)CC1	-19%	-8	i	4%	-2%	-4%	-17%	i	-1%
CC(C)CC(=O)Nc1ccnn1C1CCN(C(=O)c2ccc(Cl)cc2F)CC1	-2%	-15	i	3%	-10%	-3%	29%	-10%	-2%
CCCn1c(C)cc(C(=O)COC(=O)c2cc(=O)[nH]c3ccccc23)c1C	6%	54	i	2%	-5%	13%	-8%	-36%	0%
COc1ccc2cc(CN(C(=O)Nc3ccccc3)C3CCCC3)c(=O)[nH]c2c1	-12%	17	i	8%	7%	-10%	22%	i	-12%
CC(=O)Nc1ccc(S(=O)(=O)NC(C)C(=O)NCCc2ccc(F)cc2)cc1 (stereo not given)	4%	7	i	7%	23%	4%	-3%	-23%	0%
CC(=O)Cc1nsc(NC(=O)c2cc(-c3cccc(C(F)(F)F)c3)oc2C)n1	0%	12	i	-4%	-19%	-3%	?	i	2%
O=C(CN1CCOCC1)N/N=C/c1c(O)ccc2ccccc12	-11%	4	i	?	2%	-3%	-2%	-8%	4%
COc1ccc(OCC(N)=O)cc1	1%	-11	i	28%	5%	2%	-18%	i	-4%
COCCCNC(=O)CN1C(=O)c2ccccc2C1=O	-2%	-3	i	4%	1%	-3%	-1%	-5%[57.5 µM]	0%
COc1ccccc1NS(=O)(=O)c1ccc(C(=O)N2CC(C)OC(C)C2)cc1 (stereo not given)	2%	2	i	-7%	19%	4%	0%	-1%	-1%
O=C1NC2CCc3nc4ccccc4c(=O)n3C2=Nc2ccccc21 (stereo not given)	-14%	13	i	-85%	21%	-6%	-4%	i	0%
CC1CN(CCc2ccccc2)c2nc3c(c(=O)[nH]c(=O)n3C)n2C1 (stereo not given)	1%	-13	i	1%	-8%	1%	-3%	i	-1%
O=C1CCCN1CCCNc1nc2c(S(=O)(=O)c3ccccc3)nnn2c2ccc(Cl)cc12	-5%	25	i	170%[activator]	-2%	1%	26%	i	-2%
Cc1nn(C)c2c1c(-c1ccccc1)cc(=O)n2Cc1ccc(Cl)cc1	-9%	.	.	-9%	-4%	.	-10%	i	.
Cc1c(Cl)cccc1N(CC(=O)NC(C)c1ccccc1)S(C)(=O)=O (stereo not given)	25%	-4	i	-17%	9%	-2%	7%	i	1%
O=S(=O)(c1ccc(Cl)cc1)c1ccccn1	-34%[inhibitor]	2	i	-7%	-11%	2%	24%	i	-1%
CCOc1ccc(NS(=O)(=O)c2ccc3c(c2)CCCN3C(=O)C2CCC2)cc1	-1%	.	.	?	15%	.	38%	-11%	.
Cc1cc(=S)c2cccc(C)c2[nH]1	-21%	0	i	-2%	17%	1%	34%	11%	-12%
COCCC1CCCCN1Cc1cn(-c2ccccc2)nc1-c1ccc2c(c1)OCO2 (stereo not given)	.	?	i	?	-3%	-6%	13%	-13%	-1%

Exported in CSV form: three of the compounds above.
Compound,Abeta yeast res,DRD3 antagonist,pAkt inh,GLP-1R inv ag,TDP-43 yeast inh,GLP-1R agonist,FUS suppressor,PTHR1 agonist,aSyn yeast inh
CCOc1ccc(NS(=O)(=O)c2ccc3c(c2)CCCN3C(=O)C2CCC2)cc1,-1%,.,.,?,15%,.,38%,-11%,.
COCCC1CCCCN1Cc1cn(-c2ccccc2)nc1-c1ccc2c(c1)OCO2 (stereo not given),.,?,i,?,-3%,-6%,13%,-13%,-1%
Cc1c(Cl)cccc1N(CC(=O)NC(C)c1ccccc1)S(C)(=O)=O (stereo not given),25%,-4,i,-17%,9%,-2%,7%,i,1%

The list goes on:
SMILES	Abeta yeast res	DRD3 antagonist	pAkt inh	GLP-1R inv ag	TDP-43 yeast inh	GLP-1R agonist	FUS suppressor	PTHR1 agonist	aSyn yeast inh
COc1ccccc1/C=C/C(=O)Nc1ccc(S(=O)(=O)Nc2cc(C)nc(C)n2)cc1	8%	18	i	-1%	3%	2%	19%	i	1%
CC1(C)CC(=O)C(=CN2CCN(C(=O)c3ccco3)CC2)C(=O)C1	-6%	-6	i	16%	8%	-20%	.	4%	9%
CCc1c(C)c(C#N)c2nc3ccccc3n2c1NCCCN(C)C	-2%	69	i	5%	11%	-5%	-9%	-7%	6%
COc1c(Cl)cc(Cl)cc1C(=O)n1nc(C)cc1C	24%	12	i	8%	17%	0%	-15%	i	-9%
CCOC(=O)c1c(C)c(C(=O)NCCc2ccc(OC)cc2)c(C)n1C	-9%	.	.	-5%	13%	1%	-15%	i	.
CC(C)=CCN1CCN(Cc2c[nH]c3ccccc23)CC1CCO (stereo not given)	?	?	i	-12%	-3%	-6%	23%	-32%[inhibitor]	7%
COc1ccc(C(CNC(=O)COc2ccc(C)c(C)c2)N2CCCCC2)cc1 (stereo not given)	8%&-13%	-100*	i	?	0%&-9%	7%	8%&-3%	i	2%
CC(C)(C)N1CC(C(=O)Nc2ccc(C#N)cc2)CC1=O (stereo not given)	0%	1	i	2%	-16%	7%	8%	-2%	2%
CN(CC(=O)NCCc1ccccc1)Cc1ccco1	8%	-13	i	-18%	-1%	14%	14%	-39%[inhibitor]	-9%
CCOc1ccc(C(=O)CCN2CCCCCC2)cc1	-26%	-22	i	-26%	-10%	-14%	-9%	i	-10%
COc1ccc(/C=C(/C(=O)NCc2ccccc2)c2ccccc2)cc1	-4%	-18	i	25µM*	?	1%	41%	i	-3%
Cn1nc(C(F)(F)F)c(C(=O)Nc2ccc(F)cc2F)c1Cl	-9%	15	i	17%	-2%	5%	-12%	i	-6%
CCOC(=O)CSc1nc2cc(C(=O)N3CCC(C(N)=O)CC3)ccc2c(=O)n1-c1ccccc1	18%	8	.	1%	-17%	4%	15%	-12%[57.5 µM]	3%
CC1CN(C(=O)c2ccccc2NS(=O)(=O)c2ccc(Cl)cc2)CC(C)O1 (stereo not given)	-11%	-14	i	-11%	-12%	-20%	.	i	-5%
CCN(CC)C(=O)c1cccc2c1C(=O)c1ccccc1-2	24%	-12	i	-8%	?	-6%	-10%	-7%[57.5 µM]	0%
COc1ccc(Cl)cc1-c1nc(-c2ccc(NC(=O)c3cccs3)cc2)no1	-1%	37	i	-19%	23%	-2%	10%	-16%	-8%
COc1ccc(CCNC(=O)[C@@H](NC(=O)N2CC(=O)Nc3ccccc32)C(C)C)cc1OC	9%	11	i	14%	20%	-2%	10%	-20%	2%
CCCc1nnc(NC(=O)c2cc(=O)c3cc(C)c(C)cc3o2)s1	-8%	.	.	16%	16%	.	-15%	-4%	.
CCCc1oc2c(c(=O)c1CC)C(=O)CC(C)(C)C2	1%	17	i	0%	11%	-2%	18%	-7%[57.5 µM]	-6%
FC(F)(F)c1cccc(-c2cc(C3CCNCC3)[nH]n2)c1	-20%	18	i	?	-20%	3%	8%	i	-1%
CCC(=O)N1CCCC1(C)C(=O)Nc1ccc2nc(C)ccc2c1 (stereo not given)	-3%	13	i	-6%	0%	-3%	-24%	-23%	2%
Nc1c(N=Nc2cccc(Cl)c2)c(=O)[nH]n1-c1ccccc1	4%	-9	i	-2%	6%	-4%	7%	-30%[inhibitor][57.5 µM]	-6%
CC(=O)Nc1nc2cc3c(cc2s1)OCCO3	-9%	-11	i	?	25%	-2%	-7%	-18%	0%
Oc1ccc2ccccc2c1C=NC12CN3CCN(CN(C3)C1)C2	-2%	0	i	42%[activator]	-37%[inhibitor]	-11%	.	-19%	1%
NC(=O)NCc1ccccc1	-4%	-5	i	0%	-9%	0%	-28%	i	0%
COc1cccc(N2C(=O)C3C(C2=O)C2C=CC3C23CC3)c1 (stereo not given)	9%	20	i	?	1%	0%	-19%	i	-2%
CSc1ccc(CNc2ncc(-c3cccc([N+](=O)[O-])c3)n2C)cc1	-18%	-1	i	?	-11%	-6%	-15%	-17%	11%
CNC(=O)Nc1cccc(-c2ccnc(C)n2)c1	0%	23	i	18%	11%	-6%	8%	-19%	8%
COc1ccc(NC(=O)CCS(=O)(=O)c2ccc3c(c2)CCN3C(C)=O)cc1	-7%	-6	i	2%	10%	2%	-14%	i	0%
CC1CCc2sc(C(=O)OCC(=O)NCc3ccccc3)cc2C1 (stereo not given)	?	3	i	18%	-2%	6%	4%	i	4%
CSc1ncccc1C(=O)OCC(=O)N1CC2(C)CC1CC(C)(C)C2 (stereo not given)	-4%	7	i	?	-15%	3%	12%	i	17%
O=C(O)c1cc([N+](=O)[O-])ccc1C(=O)Nc1cccc([N+](=O)[O-])c1	16%	15	i	25%	14%	-2%	-3%	i	-6%
O=C(O)CC(NC(=O)C(F)(F)F)c1ccc2c(c1)OCO2 (stereo not given)	-10%	9	i	-15%[7.66 µM]	-7%[9.22 µM]	1%	-9%	-25%	13%
O=C(Cn1c(C(F)(F)F)nc2ccccc21)NCCCN1CCOCC1	-3%	30	.	-2%	4%	-3%	-8%	-41%[inhibitor]	.
CN(Cc1ccccc1)C(=O)C(=O)Nc1ccc2nc3n(c(=O)c2c1)CCCCC3	-11%	.	.	-10%	?	.	-15%	-34%[inhibitor]	.

Assay outcomes as filed in PubChem.

An excerpt (hit frequency here may not be typical).
